Compound activity: PubChem, several laboratories
INS promoter inh – inhibitors of insulin promoter-driven GFP, primary screen, imaging, TRM-6 cells (human fetal islet line), eGFP reporter, cell count; reporter expression induced with tamoxifen; AID 1273, 2008; inhibition, % at 2 µM; 0.9% of 130,000 active;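 active = inhibition above the mean plus 3 SD, with well images judged a real hit on visual review, cut at about 60% in these data, passing the limit was not always enough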
sdo1 growth – growth rescue of sdo1-depleted yeast, primary screen, S. cerevisiae, bone marrow failure model; S. cerevisiae sdo1-depleted JHY4D growth rescue, OD600 30 h; hits give high values; pdr5 snq2 efflux-pump mutant strain; z-score at 10 µM; 0.21% of 140,000 active;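 active = z-score above 3 at both the 24 hr and the 30 hr optical density reads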;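 also: z-score against mean and SD of all compound wells on the same plate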
sdo1 growth Rescue 24 h – further read-out of sdo1 growth, marked with its call; z-score; S. cerevisiae sdo1-depleted JHY4D growth rescue, OD600; measured here: growth rescue at 24 h;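 0 is the plate mean of compound wells and units are plate SD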
* hit, by the source's call; nt = not tested or not shown.

Sample of the layout, 20 compounds:
SMILES	INS promoter inh	sdo1 growth	sdo1 growth Rescue 24 h
CC1=C(C(=O)OCC(Br)(Br)Br)C(c2ccc(Br)cc2)NC(=O)N1CCCC(=O)O (stereo not drawn)	-35	-0.04	-0.16
CCNC(=O)NC(=O)CSc1cccc(C(F)(F)F)c1	4	1.4	2.2
O=C(C1CCN(S(=O)(=O)c2ccccc2)CC1)N(CCc1ccccc1)Cc1ccco1	nt	-1.3	-1.1
Cc1cc(NC(=O)Cc2cccs2)no1	-54	-1.3	-0.66
O=C(Nc1cccc([N+](=O)[O-])c1)c1ccn[nH]1	-50	nt	nt
COC(=O)Cn1cc(/C=N/NC(=O)COc2cccc3cccnc23)c2ccccc21	nt	-0.51	0.57
O=C(Nc1nccs1)c1ccccc1[N+](=O)[O-]	23	0.39	0.07
COc1cccc(CC(=O)Nc2nccs2)c1	-10	0.44	0.2
COc1ccc(Cl)cc1N(C(C)C(=O)NC1CCCC1)S(C)(=O)=O (stereo not drawn)	2	nt	nt
CC(C)c1ccc(N2C(=O)CC(Sc3nc4ccccc4o3)C2=O)cc1 (stereo not drawn)	32	-0.99	-0.11
CCCCC(=O)Nc1nn(C)c2nc3c(C)cccc3cc12	-36	-0.9	-0.63
CCC(=O)N/N=C(\C)CC(=O)Nc1ccc(Cl)cc1	-50	0.62	-0.1
Cn1nnnc1SCc1csc(C2C(C#N)=C(N)OC3=C2C(=O)CCC3)c1 (stereo not drawn)	24	nt	nt
O=S(=O)(c1ccc(C2CCCCC2)cc1)N1CCOCC1	0	-0.2	-0.45
O=c1c2c3c(sc2ncn1/N=C/c1ccncc1)CCCC3	-53	nt	nt
Cc1ccc(/C=N\Nc2nc3ccc(Cl)cc3[nH]2)o1	-4	-1.6	-0.92
CN(C)c1ccc(NC(=S)NC(=O)/C=C/c2ccco2)cc1	-21	nt	nt
O=C(CCCC(=O)N(CC(=O)NC1CCCCC1)CC1CCCO1)Nc1ccccn1 (stereo not drawn)	61	0.53	0.14
CCCn1c(O)c(N=Nc2ccc3ccccc3n2)c2ccccc21	nt	-0.31	0.96
COC(=O)c1cc(C(=O)c2ccc(C(C)(C)C)cc2)c[nH]1	0	nt	nt

The list itself, from the first entry:
SMILES	INS promoter inh	sdo1 growth	sdo1 growth Rescue 24 h
CC1=C(C(=O)OCC(Br)(Br)Br)C(c2ccc(Br)cc2)NC(=O)N1CCCC(=O)O (stereo not drawn)	-35	-0.04	-0.16
CCNC(=O)NC(=O)CSc1cccc(C(F)(F)F)c1	4	1.4	2.2
O=C(C1CCN(S(=O)(=O)c2ccccc2)CC1)N(CCc1ccccc1)Cc1ccco1	nt	-1.3	-1.1
Cc1cc(NC(=O)Cc2cccs2)no1	-54	-1.3	-0.66
O=C(Nc1cccc([N+](=O)[O-])c1)c1ccn[nH]1	-50	nt	nt
COC(=O)Cn1cc(/C=N/NC(=O)COc2cccc3cccnc23)c2ccccc21	nt	-0.51	0.57
O=C(Nc1nccs1)c1ccccc1[N+](=O)[O-]	23	0.39	0.07
COc1cccc(CC(=O)Nc2nccs2)c1	-10	0.44	0.2
COc1ccc(Cl)cc1N(C(C)C(=O)NC1CCCC1)S(C)(=O)=O (stereo not drawn)	2	nt	nt
CC(C)c1ccc(N2C(=O)CC(Sc3nc4ccccc4o3)C2=O)cc1 (stereo not drawn)	32	-0.99	-0.11
CCCCC(=O)Nc1nn(C)c2nc3c(C)cccc3cc12	-36	-0.9	-0.63
CCC(=O)N/N=C(\C)CC(=O)Nc1ccc(Cl)cc1	-50	0.62	-0.1
Cn1nnnc1SCc1csc(C2C(C#N)=C(N)OC3=C2C(=O)CCC3)c1 (stereo not drawn)	24	nt	nt
O=S(=O)(c1ccc(C2CCCCC2)cc1)N1CCOCC1	0	-0.2	-0.45
O=c1c2c3c(sc2ncn1/N=C/c1ccncc1)CCCC3	-53	nt	nt
Cc1ccc(/C=N\Nc2nc3ccc(Cl)cc3[nH]2)o1	-4	-1.6	-0.92
CN(C)c1ccc(NC(=S)NC(=O)/C=C/c2ccco2)cc1	-21	nt	nt
O=C(CCCC(=O)N(CC(=O)NC1CCCCC1)CC1CCCO1)Nc1ccccn1 (stereo not drawn)	61	0.53	0.14
CCCn1c(O)c(N=Nc2ccc3ccccc3n2)c2ccccc21	nt	-0.31	0.96
COC(=O)c1cc(C(=O)c2ccc(C(C)(C)C)cc2)c[nH]1	0	nt	nt
COc1ccc(NC(=S)NCCN2CCOCC2)c(OC)c1	66	nt	nt
COc1ccc2[nH]c(C)c(CCNC(=S)Nc3cccc(C)c3)c2c1	-46	0.2	0.15
COc1cccc(OCC(O)CN2CC(C)CC(C)C2)c1 (stereo not drawn)	nt	-0.44	-1.3
CCc1cccc(OC2OC(CO)C(O)C(O)C2NC(C)=O)c1 (stereo not drawn)	-75	nt	nt
Cc1cc(C)cc(OCC(=O)NCC2CCCO2)c1 (stereo not drawn)	7	-0.32	-0.91
CS(=O)(=O)N1CCC(C(=O)O)CC1	19	0.23	0.03
Cc1ccc(C(c2nnnn2CS(=O)(=O)c2ccc(C)cc2)N2CCC(C)CC2)cc1 (stereo not drawn)	11	-2.1	-1.1
S=C(Nc1cccc2ccccc12)NC1CCCCC1	-72	nt	nt
Cc1ccc(N(C(C)C(=O)O)S(=O)(=O)c2c(C)[nH]c(=O)[nH]c2=O)cc1 (stereo not drawn)	nt	1.3	0.7
CC(C)c1ccccc1OCC(=O)NN1C(=O)c2ccccc2C1=O	40	nt	nt

Shown field by field: two of the compounds above.
canonical_smiles: CCCn1c(O)c(N=Nc2ccc3ccccc3n2)c2ccccc21
  INS promoter inh = nt
  sdo1 growth = -0.31
  sdo1 growth Rescue 24 h = 0.96
canonical_smiles: COC(=O)c1cc(C(=O)c2ccc(C(C)(C)C)cc2)c[nH]1
  INS promoter inh = 0
  sdo1 growth = nt
  sdo1 growth Rescue 24 h = nt

(cont.)
SMILES	INS promoter inh	sdo1 growth	sdo1 growth Rescue 24 h
Cc1nn(-c2ccccc2)c(C)c1C(=O)OCC(N)=O	50	nt	nt
C=CCn1c(SCc2c(C)noc2C)nc2sc3c(c2c1=O)CCCC3	11	-0.8	-0.63
CC(C)OC(=O)CSc1nc(C(C)C)nc2ccccc12	0	nt	nt
CCCNC(=O)c1ccccc1NC(=O)C1COc2ccccc2O1 (stereo not drawn)	-71	-1.2	-1.7
O=C(NCc1ccccc1)NC1(C(=O)Nc2ccc3c(c2)OCCO3)CCCCC1	7	-0.22	-0.38
CCOC(=O)c1sc(NC(=O)c2cccc(S(=O)(=O)N(CC)CC)c2)cc1C	nt	-1.1	-0.54
CCOC(=O)C1(Cc2cccc(OC)c2)CCCN(C(=O)c2cc(C)[nH]n2)C1 (stereo not drawn)	47	nt	nt
Cc1ccc(C2C(C#N)=C(N)N(c3ncn[nH]3)C3=C2C(=O)CC(C)(C)C3)cc1 (stereo not drawn)	1	0.1	0.12
CCC(CC)C(=O)c1c[nH]c(C(=O)N2CCN(c3ccccc3)CC2)c1	-23	nt	nt
Cc1ccc2[nH]c(O)c(N=NC(=O)C3CC3c3ccccc3)c2c1Br (stereo not drawn)	-26	1	1.8
CCC(C)Sc1nc2c(c(=O)[nH]c(=O)n2C)n1CC(O)COc1cccc2ccccc12 (stereo not drawn)	nt	0.78	2.3
CCC1SC(=NC(=O)c2ccc(Cl)c(Cl)c2)NC1=O (stereo not drawn)	nt	-0.23	0.61
Cc1ccc2c(c1)N(CCC(=O)NCC1COc3ccccc3O1)C(=O)CO2 (stereo not drawn)	-8	0.55	0.65
COc1ccc(C(=O)NCc2nnc(SCC(=O)Nc3nnc(C)s3)o2)cc1	-16	nt	nt
COc1ccc(-n2c(SCC(=O)Nc3cc(C)on3)nc3ccc(O)cc3c2=O)cc1OC	nt	0.04	-0.5
O=c1ccc(/C=C/c2ccccc2)nn1Cc1ccccc1Cl	48	-2.1	-1.8
COc1ccc2oc(=O)c(C(=O)Oc3ccc(NC(C)=O)cc3)cc2c1	nt	-1	-1.5
Cc1ccc(-c2nc(N)n(S(C)(=O)=O)n2)cc1	-31	-0.13	-0.81
CCOC(=O)C1CCN(C(=O)c2ccc3c(c2)OCO3)CC1	nt	0.5	0.51
O=C(COc1cccc(C(F)(F)F)c1)N1CCN(c2ccccc2O)CC1	-5	nt	nt
OC(COC(c1ccccc1)c1ccccc1)CN1CCN(c2ccccn2)CC1 (stereo not drawn)	20	-0.54	-0.45
CC1CCCC(C)N1C(=O)CN1C(=O)C(C)(C)Oc2ccc(C(=O)NC3CCCCC3)cc21 (stereo not drawn)	-6	0.81	0.99
Nc1nc(SCC(=O)NCCCN2CCOCC2)nc2sc3c(c12)CCC3	nt	-0.02	-0.6
CC(C)Oc1cccc(C(=O)C2CCCN(C(=O)c3csnn3)C2)c1 (stereo not drawn)	9	nt	nt
CNC(=O)CSc1nnc(SCCC(=O)O)s1	36	1.5	0.27
Cc1ccc(OC/C(O)=C(\C#N)c2nc3ccccc3s2)cc1	0	-0.19	0.12
COc1ccc(N2C(=O)C3CCCN3C2c2ccc(C)cc2)cc1Cl (stereo not drawn)	nt	0.92	0.58
O=C(N1CCOCC1)N1CCN(c2nc(-c3ccccc3)cs2)CC1	nt	-0.12	-0.48
CC(C)c1cc(C(=O)Nc2ccc3c(c2)OCO3)no1	80*	-0.18	-0.71
COc1ccc(CC(=O)Nc2oc(-c3ccccc3)c(-c3ccccc3)c2C#N)cc1OC	22	-2.5	-2.1
O=C(CN1C(=O)c2ccccc2C1=O)OCC(=O)N1CCc2ccccc2C1	29	0.33	0.7
Fc1ccc(/C=C/c2nnc(-c3cccs3)o2)cc1	-65	-0.41	-0.18
Cc1cc(C)n2nc(SCC(=O)N/N=C/c3cccc(Br)c3)nc2n1	-275	0.04	-0.23
O=c1[nH]c2cc3c(cc2cc1CN(Cc1ccc2c(c1)OCO2)Cc1nnnn1CC1CCCO1)OCO3 (stereo not drawn)	11	-0.22	-0.37
CC1(C)C2CCC13CS(=O)(=O)NC3C2 (stereo not drawn)	50	0.16	0.37
CCOC(=O)Cc1csc(NC(=O)c2cc3c(s2)CCCC3)n1	13	-0.5	-0.13
COc1cc(C(C(=O)NC2CCCCC2)N(Cc2cccs2)C(=O)Cc2c[nH]c3ccccc23)cc(OC)c1OC (stereo not drawn)	-43	-0.85	-0.83
O=C(O)CSc1nnc(NC(=O)c2ccc3c(c2)OCO3)s1	-53	nt	nt
CCc1nnc(NC(=O)C(C)C)s1	-3	-0.03	-0.74
COc1ccc(C(O)(CCc2ccccc2)CCN2CCCCC2)cc1 (stereo not drawn)	13	nt	nt
CCCCn1c(SCC(=O)NNC(=O)c2ccco2)nnc1-c1ccco1	-7	nt	nt
COc1ccc(OC)c(NC(=O)Cn2cccc2)c1	nt	0.1	-0.34
COc1cc(C(=S)N2CCCCC2)ccc1OCC(=O)N1CCCC1	30	0.68	0.19
Cc1cc(F)ccc1NC(=O)c1ccc(NS(=O)(=O)c2cc(C(C)(C)C)ccc2C)cc1	-7	-0.2	0.51
O=C(Oc1ccccc1N1C(=O)C2CCCCC2C1=O)c1ccccc1F (stereo not drawn)	28	-0.12	-0.25
C=CCN1C(=O)C(C)(C)Nc2ccccc21	44	-0.53	-0.6
Cc1cc(C(=O)OCC(=O)Nc2ccc(F)c(F)c2)c(C)o1	-4	-0.69	-0.47
CCCCn1c(SCC(=O)NCc2cccs2)nc2c1c(=O)n(C)c(=O)n2C	-40	0.87	0.17
C/C(=N\NC(=O)c1csc2ccccc12)c1ccc(O)cc1	17	0.89	1.1
CCOC(=O)N1CCC2(CC1)C(C#N)=C(N)OC1=C2C(=O)CCC1	8	nt	nt
Cc1ccc(N2C(=O)CC(Sc3nc(-c4ccccc4)c4cc(Cl)ccc4n3)C2=O)c(C)c1 (stereo not drawn)	nt	-1.2	-0.71
Cc1ccccc1CN(c1ccc(C(=O)Nc2ccccc2C(=O)NCc2ccco2)cc1)S(C)(=O)=O	7	-0.44	-0.69
Cc1ccc(CNC(=O)C(Cc2ccccc2)NS(=O)(=O)c2ccc3c(c2)CCC(=O)N3)cc1 (stereo not drawn)	nt	1.1	0.66
COc1cccc(-c2nc(CS(=O)(=O)CC(=O)N3CCc4ccccc4C3)c(C)o2)c1	nt	-0.72	-0.37
Cc1ccc(OCCC(=O)OCC(=O)Nc2cc(S(=O)(=O)N(C)C)ccc2C)cc1	-47	nt	nt
CN(C)C(=O)c1ccc(NC(=O)c2cc(-n3cnnc3)ccc2Cl)cc1	-63	0.21	-0.21
COc1ccc(-c2noc(CSc3nc4ccccc4c(=O)n3-c3ccccc3)n2)cc1	0	-2.5	-1.2
O=C1CC2(CON=C2c2ccc(F)cc2)C(=O)N1c1ccc(F)cc1 (stereo not drawn)	nt	0.04	-0.15
COc1ccc(-n2nc3cc(C)c(N)c(Br)c3n2)cc1	-3	-1.4	-0.46
Cc1ccccc1-n1c(C)nc2ccccc21	nt	-0.18	-0.86

(listing goes on)
SMILES	INS promoter inh	sdo1 growth	sdo1 growth Rescue 24 h
NC(=O)CC1(CC(=O)O)CCCCC1	50	0.92	0.5
Cc1cc(C(=O)N/N=C/c2cccn2C)no1	21	0.35	-0.12
COc1cc(CN2CCC(C(=O)NC3CCCC3)CC2)cc(OC)c1O	nt	0.1	-0.67
O=C(CCC1CCCCC1)NCc1ccccn1	18	-0.44	-1.2
CCOC(=O)C1CCCN(c2nc(C)nc3c2oc2ccccc23)C1 (stereo not drawn)	nt	-1.4	-0.8
COc1ccc(C2=Nn3c(nnc3-c3ccccn3)SC2)cc1OC	nt	0.74	-0.07
CC(=O)c1cccc(N(C(=O)Cn2nnc3ccccc32)C(C(=O)NC2CCCCC2)c2cn(C)nc2C)c1 (stereo not drawn)	nt	0.03	0.01
C/C(=C(\C#N)C(=O)NCc1ccccc1)N(C)C	20	1	1.1
N#CC1(c2ccccc2)CCCN1C(=O)c1ccco1 (stereo not drawn)	nt	0.1	-0.22
O=C(N/N=C/c1ccc(Br)cc1)c1cc[n+](Cc2ccccc2)cc1	nt	0.66	-0.89
O=S(=O)(N/N=C\c1cccnc1)c1ccccc1	-184	0.73	0.43
N=C1C(c2nc3ccccc3[nH]2)=C(O)CN1c1ccccc1	0	0.91	1
